Screening data deposited in PubChem BioAssay by several laboratories.
CSN inh – blocks human CSN-mediated cullin deneddylation. Q92905. inhibition, % at 12.5 µM. 0.38% of 360,000 active. Purified CSN, SCF-Nedd8-OG deneddylation, fluorescence polarization. AID 651999;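 active = pattern-corrected inhibition above about 35%, with an unprinted fluorescence ratio check between 0.5 and 1.5, limit read from the data, passing the limit was not always enough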;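 note: 0% = enzyme with substrate and 100% = substrate without enzyme; some results filed as inactive read as strong as hits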
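Assay system: HEK293T-derived human Csn5 enzyme; quantity: 0.24 nM enzyme; medium: Tris/NaCl/DTT buffer, pH 7.5; also added: substrate SCFSkp2-Nedd8OG, 10 nM; doses: 12.5 µM compound; schedule: 90 min reaction at room temperature; signal: FP; read-out: % inhibition of substrate cleavage by Csn5; benchmarks: substrate-only high control, full reaction low control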
NadD block – blocks S. aureus nicotinate mononucleotide adenylyltransferase | purified NadD enzyme, colorimetric absorbance read-out | 0.78% of 360,000 active | inhibition, % at 20 µM | AID 602399; in the data active = inhibition above about 26%; note: some compounds past the cut are filed as inactive
FAS TE block – FAS thioesterase (human) inhibition | 0.67% of 360,000 active | P49327 | AID 602261 | inhibition, % at 15 µM | recombinant FAS-TE, OMFH fluorogenic substrate, fluorescence endpoint;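 active = compounds whose normalised, plate-corrected inhibition of enzyme fluorescence in the single-dose primary screen is 50% or more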;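 note: 0% = DMSO with enzyme and 100% = substrate without enzyme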
SKN-1 block – blocks SKN-1 activity in C. elegans | C. elegans VP596 Pgst-4::GFP/RFP ratio, acrylamide-induced, 24 h | inhibition, % at 21.8 µM | 0.49% of 360,000 active;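 active = interference check ratio from 0.5 to 1.5 plus GFP to RFP signal ratio inhibition reaching or exceeding a fixed threshold, cut at about 30% in these data, passing the limit was not always enough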; note: some compounds called inactive have numbers as strong as hits
MLLE-PAM2 inh – inhibitors of microRNA-mediated deadenylation, human PABP1 MLLE binding; P11940; GST-MLLE / FITC-PAM2 fluorescence polarization; inhibition, % at 20 µM; 0.36% of 360,000 active; AID 588489; in the data active = inhibition above about 35%, passing the limit was not always enough;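 note: plate controls were DMSO wells with GST-MLLE for no effect and wells lacking GST-MLLE protein for full effect; some results filed as inactive read as strong as hits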
Rin1 Abl inh – blocks binding of human Rin1 to Abl. P00519+Q13671. TR-FRET Rin1/Abl binding, biochemical. inhibition, % at 7.35 µM. 0.4% of 360,000 active. AID 588664; in the data active = inhibition above about 5%, passing the limit was not always enough
Target sequence (P00519 whole entry, looked up): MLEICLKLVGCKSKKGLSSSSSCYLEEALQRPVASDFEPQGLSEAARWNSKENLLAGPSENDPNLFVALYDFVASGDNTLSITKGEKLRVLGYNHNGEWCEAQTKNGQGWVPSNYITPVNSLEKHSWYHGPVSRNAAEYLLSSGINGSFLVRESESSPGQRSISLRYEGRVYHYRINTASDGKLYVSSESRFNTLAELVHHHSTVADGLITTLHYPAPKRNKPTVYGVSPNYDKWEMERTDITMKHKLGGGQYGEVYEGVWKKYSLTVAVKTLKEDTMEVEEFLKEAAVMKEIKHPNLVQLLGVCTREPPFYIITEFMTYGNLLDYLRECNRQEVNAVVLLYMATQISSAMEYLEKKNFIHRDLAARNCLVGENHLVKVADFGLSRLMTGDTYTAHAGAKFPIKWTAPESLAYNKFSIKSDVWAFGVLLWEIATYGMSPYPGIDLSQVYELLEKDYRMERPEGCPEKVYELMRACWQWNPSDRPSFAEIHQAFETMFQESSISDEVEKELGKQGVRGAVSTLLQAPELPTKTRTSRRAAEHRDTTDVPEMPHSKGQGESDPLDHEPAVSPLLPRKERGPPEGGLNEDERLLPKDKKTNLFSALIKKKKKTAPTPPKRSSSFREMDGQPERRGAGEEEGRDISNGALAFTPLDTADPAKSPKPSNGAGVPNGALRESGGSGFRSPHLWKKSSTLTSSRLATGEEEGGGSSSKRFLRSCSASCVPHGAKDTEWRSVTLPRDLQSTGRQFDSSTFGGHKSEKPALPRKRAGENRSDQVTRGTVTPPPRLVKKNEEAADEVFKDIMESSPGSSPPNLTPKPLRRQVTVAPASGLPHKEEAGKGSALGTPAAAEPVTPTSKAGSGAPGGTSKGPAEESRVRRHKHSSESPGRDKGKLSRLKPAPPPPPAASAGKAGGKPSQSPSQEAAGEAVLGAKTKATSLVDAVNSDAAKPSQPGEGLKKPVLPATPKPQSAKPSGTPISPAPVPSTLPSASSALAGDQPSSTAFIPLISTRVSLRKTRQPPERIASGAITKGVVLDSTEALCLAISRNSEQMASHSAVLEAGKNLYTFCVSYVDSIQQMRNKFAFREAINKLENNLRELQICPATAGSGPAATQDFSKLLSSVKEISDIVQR
Target sequence (Q13671 whole entry, looked up): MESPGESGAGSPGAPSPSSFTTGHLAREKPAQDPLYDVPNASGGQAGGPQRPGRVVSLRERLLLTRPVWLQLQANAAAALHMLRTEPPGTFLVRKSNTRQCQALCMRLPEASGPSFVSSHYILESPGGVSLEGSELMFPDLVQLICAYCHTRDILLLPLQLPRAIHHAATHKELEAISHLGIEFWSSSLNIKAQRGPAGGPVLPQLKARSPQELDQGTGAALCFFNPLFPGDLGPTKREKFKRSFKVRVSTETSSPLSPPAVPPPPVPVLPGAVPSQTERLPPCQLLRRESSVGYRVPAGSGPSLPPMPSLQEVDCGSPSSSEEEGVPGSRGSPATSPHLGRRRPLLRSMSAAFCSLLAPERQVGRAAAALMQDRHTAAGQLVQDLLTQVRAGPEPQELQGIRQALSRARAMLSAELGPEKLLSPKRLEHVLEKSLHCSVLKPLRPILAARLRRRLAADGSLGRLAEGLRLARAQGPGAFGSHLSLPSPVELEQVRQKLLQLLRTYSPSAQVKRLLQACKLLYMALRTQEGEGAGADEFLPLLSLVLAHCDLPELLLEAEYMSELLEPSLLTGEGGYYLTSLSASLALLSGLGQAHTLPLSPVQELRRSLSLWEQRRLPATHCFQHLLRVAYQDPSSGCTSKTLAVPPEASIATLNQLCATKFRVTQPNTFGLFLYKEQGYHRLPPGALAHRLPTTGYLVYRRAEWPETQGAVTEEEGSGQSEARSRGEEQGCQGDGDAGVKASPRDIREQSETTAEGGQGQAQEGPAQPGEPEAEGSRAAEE
Neddylation inh – inhibitors of human cullin neddylation. P61081+Q13564. TR-FRET cullin neddylation, biochemical. calls only at 25 µM. 0.58% of 360,000 active; in the data active = inhibition above about 36%
MT1-MMP act inh – blocks activation of human MT1-MMP. P50281. HT1080 RFP-PRO-GFP cells, GFP/RFP ratio fluorescence, overnight; percent of plate control window, DMSO zero. GFP/RFP ratio change, % at 20 µM. 0.061% of 360,000 active. AID 651647;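 active = GFP/RFP ratio change of at least 30% with cell ATP level not reduced by more than half and red fluorescence within 50% of control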; note: strong numbers were not always called active
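Material: RFP-PRO-GFP reporter HT1080 cells. Dosing: single-point 20 µM compound, 1% DMSO. Controls: DMSO and RFP-L50D-GFP cell wells. Timing: cells overnight before dosing, compound overnight, 37 °C, 5% CO2. Measure: GFP/RFP fluorescence ratio.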
Rpn11 inh – inhibitors of human proteasome Rpn11. human 26S proteasome, Ub4-pepOG fluorescence polarization; 20S core pre-blocked with epoxomicin. 0.59% of 360,000 active. O00487. calls only at 20 µM;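 active = inhibition at 20 µM, scaled to each plate's controls, above about 33%, limit read from the data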
Starred values were filed as active, the others as inactive; i = inactive; . = no result given; + = active, no number. The order is random; any-hit rate near 3.9%.

Every second line gives: MT1-MMP act inh	Rin1 Abl inh	FAS TE block	MLLE-PAM2 inh	NadD block	Rpn11 inh	CSN inh	SKN-1 block	Neddylation inh
CCOC(=O)CSc1nc(C)c(CC)c(C)c1C(N)=O
    4	2	-4	-24	-5	i	-20	6	i
CCOc1ccc(S(=O)(=O)Nc2cc(F)ccc2F)c2cccnc12
    -3	-2	-4	10	-5	i	-1	12	i
Cc1ccc2c(c1)C1CN(C)CCC1N2S(=O)(=O)c1ccc(C#N)cc1 (stereo not drawn)
    -7	1	-14	4	-8	i	-5	-3	i
CCC(C(=O)N(C(C)C)C(C)C)c1ccccc1 (stereo not drawn)
    3	3	-9	9	0	i	5	37*	i
CN(C)S(=O)(=O)N1CCC(Oc2ccc(C(=O)N3C[C@@H]4CCC[C@H]3C4)cc2)CC1
    0	1	2	-8	2	i	-3	3	i
O=Cc1ccc(O)c2ncccc12
    1	4	3	8	-3	i	2	3	.
COc1ccc2[nH]c3c(c2c1)CCN1C(=O)N([C@@H](C)C(=O)NCc2ccc(C)cc2)C(=O)[C@]31C
    10	1	-6	3	-1	i	-1	2	i
CC(C)Oc1cccc(C(=O)Nc2ccc(CN3CCOCC3)cc2)c1
    1	3	-5	4	-7	i	2	35*	i
Cc1ccc(S(=O)(=O)N2CCCC2)s1
    -3	1	-6	-10	-2	i	6	-4	i
CC(=O)C1=C(O)C(=O)N(Cc2ccccc2)C1c1ccc([N+](=O)[O-])cc1 (stereo not drawn)
    1	-2	10	-5	-4	i	3	2	i
Cc1cccc(C)c1NC(=S)N/N=C/c1c(Cl)cccc1Cl
    2	-1	-4	15	-1	i	3	5	i
O=C(Nc1cc(S(=O)(=O)N2CCCCC2)ccc1O)c1ccccc1NS(=O)(=O)c1ccc(F)c(F)c1
    3	-1	16	-5	10	i	-13	5	+
COc1cc(C(=O)N2c3ccccc3CCC2C)cc(OC)c1OC (stereo not drawn)
    1	-3	0	-14	-1	i	-4	14	i
CC(=O)c1cccc(NC(=O)C(C)OC(=O)/C=C/c2cccs2)c1 (stereo not drawn)
    -1	-3	2	-11	-3	i	-1	-14	i
O=C(N/N=C/C=C\c1ccccc1[N+](=O)[O-])c1ccncc1
    1	2	-6	4	1	i	4	-4	i
Cc1ccc(NC(=O)CSc2ncccc2C(=O)Oc2cccc([N+](=O)[O-])c2)cc1Cl
    1	-1	4	-19	-2	i	0	2	i
CC1(C(=O)Nc2ccc3c(c2)OCCO3)CCN1C(=O)Cc1ccc(-c2ccccc2)cc1 (stereo not drawn)
    -4	2	20	-4	-6	i	-3	5	i
Cc1ccc(-n2[nH]c(C)c(C=Nc3cc(C)ccn3)c2=O)cc1
    -1	5	15	20	-1	i	0	-1	i
CS(=O)(=O)N1CCN(C2C3CC4CC(C3)CC2C4)CC1 (stereo not drawn)
    -1	3	-3	-3	6	i	4	-7	i
Cc1cccc(OCC(=O)N2CCN(C(=O)c3ccc([N+](=O)[O-])cc3)CC2)c1
    0	-1	-3	-2	1	i	2	-2	i

Next part; the last 5 above are carried over.
Every second line gives: MT1-MMP act inh	Rin1 Abl inh	FAS TE block	MLLE-PAM2 inh	NadD block	Rpn11 inh	CSN inh	SKN-1 block	Neddylation inh
Cc1ccc(NC(=O)CSc2ncccc2C(=O)Oc2cccc([N+](=O)[O-])c2)cc1Cl
    1	-1	4	-19	-2	i	0	2	i
CC1(C(=O)Nc2ccc3c(c2)OCCO3)CCN1C(=O)Cc1ccc(-c2ccccc2)cc1 (stereo not drawn)
    -4	2	20	-4	-6	i	-3	5	i
Cc1ccc(-n2[nH]c(C)c(C=Nc3cc(C)ccn3)c2=O)cc1
    -1	5	15	20	-1	i	0	-1	i
CS(=O)(=O)N1CCN(C2C3CC4CC(C3)CC2C4)CC1 (stereo not drawn)
    -1	3	-3	-3	6	i	4	-7	i
Cc1cccc(OCC(=O)N2CCN(C(=O)c3ccc([N+](=O)[O-])cc3)CC2)c1
    0	-1	-3	-2	1	i	2	-2	i
CCOC(=O)C1CCN(CC(O)COc2ccc(C(=O)CC)cc2)CC1 (stereo not drawn)
    3	0	-8	3	0	i	4	1	i
CN(C)S(=O)(=O)c1cccc(NC(=O)COc2cccc(C#N)c2)c1
    4	2	-2	-28	2	i	1	12	i
CCOc1ccccc1NC(=O)CSc1nnc(CNC(=O)c2c(F)cccc2Cl)o1
    -4	-2	-4	7	1	i	-4	21	i
O=C(CNC(=O)c1ccccc1)N=Nc1c(O)[nH]c2ccc(Br)cc12
    0	0	-2	5	10	i	0	-8	i
COC(=O)c1ccc(C2Nc3ccccc3NC3=C2C(=O)CC(C)(C)C3)cc1 (stereo not drawn)
    -3	2	-2	13	-4	i	3	18	i
CC(=O)N(Cc1ccccc1C)c1cccc(C)c1C
    -1	2	4	-8	-4	i	-6	-4	i
Cc1cccc(NC(=S)NCCN(C2CCCCC2)C2CCCC2)c1
    -4	0	-6	8	-10	i	0	-13	i
O=C(N/C(=C\c1cccnc1)C(=O)N1CCOCC1)c1cccc(Br)c1
    0	-1	-4	12	6	i	3	-5	i
Cc1cc(C(=O)Nc2cccnc2)on1
    -1	2	-7	2	-1	i	1	1	i
CN(Cc1ccccc1Cl)C(=O)c1cnccc1C(F)(F)F
    -4	-1	-3	-7	1	i	-5	5	i
Clc1ccccc1Nc1nc(NCc2ccccc2)nc2ccsc12
    -2	-16	0	1	11	i	1	9	i
COCCNc1ncnc2c1ncn2[C@H]1CN(Cc2ccc(Cl)cc2)C[C@@H](CO)O1
    2	1	-9	9	-4	i	0	-1	i
N#CC(c1ccccc1)C1CCN(Cc2ccccc2)CC1 (stereo not drawn)
    8	1	-2	10	-3	i	-2	12	i
Cc1[nH]n(C(N)=S)c(=O)c1N=Nc1ccc2ccccc2c1
    3	0	8	5	12	i	5	15	i
CCCc1cc(=O)n2[nH]c(NCc3ccc(Cl)cc3Cl)nc2n1
    5	0	-3	-2	1	i	0	2	i
Cc1nn(CCc2n[nH]c(=S)n2-c2cccc(Cl)c2)c(C)c1[N+](=O)[O-]
    6	2	-4	-17	6	i	5	3	i
COc1ccc(/C=C2\Oc3cc(OCC(=O)N4CCC[C@H]4C(=O)O)ccc3C2=O)c(OC)c1
    0	-5	-5	-44	8	+	14	-5	i
CCN(C(=O)CN1C(=O)NC2(CCCC2)C1=O)c1nc2c(C)cccc2s1
    2	-5	7	7	-2	i	-1	14	i
O=C(O)CCCN(Cc1cccc(Br)c1)S(=O)(=O)c1ccc(Br)cc1
    0	1	-1	0	0	i	-6	6	i
Cc1ccc2nc(C)cc(N3CCOCC3)c2c1
    2	-1	-9	-5	-2	i	-2	-12	i

More entries follow:
Every second line gives: MT1-MMP act inh	Rin1 Abl inh	FAS TE block	MLLE-PAM2 inh	NadD block	Rpn11 inh	CSN inh	SKN-1 block	Neddylation inh
Cc1ccccc1N1CCN(S(=O)(=O)c2ccc3oc(=O)ccc3c2)CC1
    7	0	18	0	3	i	-2	5	i
COc1ccc2c(c1OC)C(=O)N1C2SC(C)(C)[C@H]1C(=O)NCC(C)C (stereo partly drawn)
    2	0	-3	14	-3	i	-4	31	i
CN1CCN(CC#CC2(O)CCCCC2)CC1
    5	4	-10	-9	1	i	-3	12	i
NCCS(=O)(=O)NC1CCCCC1
    -2	0	-5	3	1	i	-17	6	i
COc1cccc(/C=N/N2CCN(C)CC2)c1
    -1	-4	-13	8	-47	i	-10	-6	i
COc1ccc(/C=N/NC(=O)c2ccccc2OCc2ccccc2)c(OC)c1
    -4	-1	20	-1	5	i	-9	17	i
Cc1ccccc1NC(=S)NCc1ccc2[nH]c3c(c2c1)CCCC3
    0	3	4	-23	0	i	2	-10	i
COc1ccc(NC(=S)N2CCC(C(=O)c3ccc(OC)cc3)CC2)cc1
    -2	1	6	-113	5	i	0	-15	i
CC(C)C(c1nnnn1CCc1ccccc1)N1CCOCC1 (stereo not drawn)
    -4	5	-6	-7	-3	i	1	-30	i
Cc1cc(C)c2c(CC(=O)O)c(C)[nH]c2c1
    -8	1	-3	-24	10	i	8	18	i
O=C(CNC(=O)c1ccccc1F)NCCOc1ccccc1Cl
    1	3	-12	5	-6	i	-2	7	i
O=C(Nc1ccncc1)c1c(F)c(F)c(F)c(F)c1F
    -2	0	-4	-8	-7	i	-4	-3	i
c1cc(C2CCN(Cc3nc(-c4ccc5c(c4)OCO5)no3)CC2)ccn1
    -1	1	4	-5	3	i	0	-8	i
COc1ccc(C(=O)c2ccc(N3CCOCC3)cc2)c(OC)c1
    6	-3	-1	3	13	i	-7	0	i
Oc1cccc2cc(-c3ccncc3)cnc12
    -9	13*	7	1	-2	i	-2	-2	i
Cc1ccc(C=O)c([B-](F)(F)F)c1
    0	-1	-7	-7	2	i	0	-8	i
COc1ccc(C(=O)OC2CCN(c3ncc(C(F)(F)F)cc3Cl)CC2)cc1
    5	1	20	0	-2	i	0	6	i
C[C@H](NC(=O)c1ccccc1)C(=O)OCC(=O)Nc1ccc2c(c1)OCO2
    -4	2	-4	-9	3	i	-3	-13	i
CCCN(CCC)C(=O)C1CCN(c2ccc(S(=O)(=O)N3CCOCC3)cc2[N+](=O)[O-])CC1
    5	-3	0	5	2	i	-3	11	i
CCOC(=O)c1sc(NC(=O)Nc2ccc(F)cc2)nc1C
    -6	0	-8	22	1	i	6	13	i

The list continues:
Every second line gives: MT1-MMP act inh	Rin1 Abl inh	FAS TE block	MLLE-PAM2 inh	NadD block	Rpn11 inh	CSN inh	SKN-1 block	Neddylation inh
CCOc1ccccc1-c1noc(CCC(=O)Nc2cccnc2)n1
    -7	2	-2	2	-6	i	3	5	i
CC(=O)N1CCN(CC(=O)Nc2ccc(C)c(S(=O)(=O)N(C)C)c2)CC1
    -3	0	-2	-7	-5	i	-10	1	i
CC(C)n1c(NCc2nc3ccccc3n2C)nc2ccccc21
    -1	1	-7	13	1	i	-8	-3	i
COc1cc(Cl)c([C@@H]2C[C@H]3CN(c4ccccc4)C(=O)[C@]34CCCN24)cc1OC
    2	-3	-4	-15	-2	i	-1	12	i
O=C(CSCC(=O)c1ccccc1)Nc1ccccc1Cl
    -5	4	0	21	-1	i	-1	23	i
CC(/C=C\C=C\c1ccccc1)=N\NC(=O)c1cncc(Br)c1
    2	-4	1	-4	8	i	3	-8	i
COc1ccc(C)cc1NC(=O)CN1CCN(c2ccccc2F)CC1
    0	0	8	-3	-2	i	6	-20	i
Cc1cccc(N2C(=O)C3C4C=CC(CC4)C3C2=O)c1 (stereo not drawn)
    1	-1	-4	1	1	i	-2	-8	i
Cc1cc(NCCO)nc(-n2nc(C)cc2C)n1
    2	-1	-7	5	0	i	5	11	i
O=C1CC(SCCO)C(=O)N1c1ccccc1 (stereo not drawn)
    2	-3	-6	15	10	i	-5	5	i
O=C(C[n+]1ccc2ccccc2c1)c1ccc2ccc3ccccc3c2c1
    2	.	2	.	10	.	2	11	i
COc1ccc(NC(=O)Cn2cnc3c(cnn3C(C)(C)C)c2=O)cc1OC
    5	-5	-3	-2	-5	i	1	-4	i
COc1ccc(/C=N/OC(=O)Nc2ccc(Cl)cc2)c(OC)c1
    2	-1	11	12	1	i	-5	-6	i
Cn1c(=O)[nH]c(=O)c2c1nc(N1CCCCC1)n2CC(O)CN1CCCCC1 (stereo not drawn)
    0	-1	-10	-5	0	i	-4	8	i
